# Assay outcomes as filed in PubChem.
# ATXN2 expr inh – reduces ATXN2 reporter expression in HEK-293 cells. HEK-293 ATXN2-luciferase reporter, luminescence, 24 h. Potency, µM (top dose mostly 57 µM), without a hit: at the top dose activity change, negative = inhibition, actives largely listed as inhibitors. 0.72% of 360,000 active. AID 1745845; also: potency is read from the fitted curve at half-maximal effect; % is scaled to controls: 0 for no effect and ±100 for the full control effect; nearly all actives have a fitted effect of over 55% in size
#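 ATXN2-luciferase reporter cells (luciferase flanked by upstream and downstream ATXN2 gene portions) were treated 24 h at 37 °C with compounds at up to 57 uM. SteadyGlo luminescence gave expression; GF-AFC fluorescence gave viability.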
# Nrf2 inh – inhibitors of Nrf2 signaling | A549 ARE-Fluc reporter, luciferase luminescence, 18-24 h | Potency, µM (top dose mostly 46 µM), for inactives: at the highest dose activity change, negative = inhibition, usual class: inhibitors | 2.1% of 360,000 active | AID 504444; also: potency is read from the fitted curve at half-maximal effect; % is scaled to controls: 0 for no effect and ±100 for the full control effect; nearly all actives have a fitted effect of over 60% in size
#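 A549 ARE_Fluc cells, 5000/well, 5% FBS OPTI-MEM; compounds in dose-response, 18-24 h at 37 °C/5% CO2; CellTiter-Fluor viability read (Ex 405/Em 525), then BugLite luciferase luminescence = Nrf2 activity.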
# Nrf2 ARE act – activators of Nrf2 (ARE) signaling. 0.31% of 410,000 active. Potency, µM (highest dose often 46.1 µM), for inactives: at the top dose activation, most hits filed as activators. AREc32 ARE-luciferase reporter (MCF7-derived line), luminescence, 24 h; also: potency is read from the fitted curve at half-maximal effect; % of control where 0% means no effect; nearly all actives have a fitted effect of over 65% in size
#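 Reporter line AREc32 (ARE-Fluc), seeded overnight in OPTI-MEM with 5% FBS; compound pin-transferred, 24 hr at 37 deg C, 5% CO2; luminescent read-out.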
# IL-2 act – IL-2 activation. IL-2 activation reporter assay, cell-based qHTS; stimulated with anti-CD3/CD4/CD28 beads; in transgenic mouse T cells. activation, % (series mostly up to about 46 µM). 0.065% of 360,000 active. AID 652025; in the data active = activation above about 50%; inconclusive = mostly about 30% to 49%; also: 0% is about no effect
#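 Unstimulated transgenic mouse T cells preincubated 60 min with compound, then stimulated with anti-CD3/anti-CD4-coated beads plus anti-CD28 for 18 h at 37 degrees C. IL-2 response read as EGFP and DsRed fluorescence by plate cytometry.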
# HepG2 viability – kills HepG2 cells in TGF-b inhibitor counter-screen. HepG2 CAGA-GFP viability, ATP luminescence, 18 h. Potency, µM (doses to about 46.1 µM), for the others: at the top dose activity change, negative = cytotoxicity, most hits filed as cytotoxic. 0.76% of 410,000 active; also: potency is read from the fitted curve at half-maximal effect; some results filed as inactive show a strong effect at the top dose
#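 CellTiter-Glo luminescence gave cytotoxicity after 18 hours at 37 degrees C. The cells were HepG2 CAGA-GFP in 1% FBS DMEM, stimulated with 500 pg/mL TGF-beta after compound addition. %Activity was normalised to no-cell wells (complete cell-killing) and DMSO (no toxicity), and curves were fitted and classified.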
# TGFb SMAD3 inh – inhibitors of TGF-b signaling; HepG2 CAGA-GFP TGF-b/SMAD3 reporter, GFP fluorescence, 18 h; TGF-beta stimulated, 500 pg/mL final; Potency, µM (series often up to 46.1 µM), for inactives: top-dose activity, negative = inhibition, actives largely listed as inhibitors; 1.2% of 410,000 active; also: potency is read from the fitted curve at half-maximal effect; % is scaled to controls: 0 for no effect and ±100 for the full control effect; nearly all actives have a fitted effect of over 65% in size
#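 HEPG2 CAGA-GFP, 1000 cells/well; 2 h settle, 37 C; cpd via pin tool; TGF-b 500 pg/mL final; 18 h, 37 C; GFP imaging ex488/em500-530; %Activity normalised to -TGF-b and +DMSO controls; CRC fit, curve class.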
# S2 tox – reduces viability in counter-screen for ATXN expression inhibitors; S2 cells (HEK-293 line with an ATXN2-luciferase reporter) viability, CellTiter-Fluor protease fluorescence, 24 h; Potency, µM (highest dose often 56.7 µM), most hits filed as cytotoxic; 0.49% of 400,000 active; AID 651635; also: potency is read from the fitted curve at half-maximal effect; nearly all actives have a fitted effect of over 40% in size
# A549 viability – counter-screen for Nrf2 inhibitors: cytotoxicity in A549 cells; AID 504648; 0.16% of 390,000 active; Potency, µM (doses to about 46 µM), without a hit: top-dose activity change, negative = cytotoxicity, hits mostly inhibitors; A549 ARE-Fluc cells, CellTiter-Fluor viability, 18-24 h; also: potency is read from the fitted curve at half-maximal effect; % is scaled to controls: 0 for no effect and ±100 for the full control effect
#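 A549 ARE-Fluc cells in 5% FBS OPTI-MEM, 5000 cells/well, rested 2 h then exposed to compounds in concentration-response for 18-24 h at 37 °C. Viability by CellTiter-Fluor fluorescence (Ex 405/Em 525) after 30 min; luciferase luminescence (BugLite, 15 min, RT) read afterwards.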
# EPAC2 agonist – activates human EPAC2 exchange factor. EPAC2 activation, biochemical qHTS; response scale: 100% = 6.5 mM cAMP response. Potency, µM (highest dose often 154 µM), without a hit: top-dose activation, hits mostly activators. 0.079% of 360,000 active. AID 720711; also: potency is read from the fitted curve at half-maximal effect; nearly all actives have a fitted effect of over 50% in size
# Target sequence (Q8WZA2 whole entry, looked up): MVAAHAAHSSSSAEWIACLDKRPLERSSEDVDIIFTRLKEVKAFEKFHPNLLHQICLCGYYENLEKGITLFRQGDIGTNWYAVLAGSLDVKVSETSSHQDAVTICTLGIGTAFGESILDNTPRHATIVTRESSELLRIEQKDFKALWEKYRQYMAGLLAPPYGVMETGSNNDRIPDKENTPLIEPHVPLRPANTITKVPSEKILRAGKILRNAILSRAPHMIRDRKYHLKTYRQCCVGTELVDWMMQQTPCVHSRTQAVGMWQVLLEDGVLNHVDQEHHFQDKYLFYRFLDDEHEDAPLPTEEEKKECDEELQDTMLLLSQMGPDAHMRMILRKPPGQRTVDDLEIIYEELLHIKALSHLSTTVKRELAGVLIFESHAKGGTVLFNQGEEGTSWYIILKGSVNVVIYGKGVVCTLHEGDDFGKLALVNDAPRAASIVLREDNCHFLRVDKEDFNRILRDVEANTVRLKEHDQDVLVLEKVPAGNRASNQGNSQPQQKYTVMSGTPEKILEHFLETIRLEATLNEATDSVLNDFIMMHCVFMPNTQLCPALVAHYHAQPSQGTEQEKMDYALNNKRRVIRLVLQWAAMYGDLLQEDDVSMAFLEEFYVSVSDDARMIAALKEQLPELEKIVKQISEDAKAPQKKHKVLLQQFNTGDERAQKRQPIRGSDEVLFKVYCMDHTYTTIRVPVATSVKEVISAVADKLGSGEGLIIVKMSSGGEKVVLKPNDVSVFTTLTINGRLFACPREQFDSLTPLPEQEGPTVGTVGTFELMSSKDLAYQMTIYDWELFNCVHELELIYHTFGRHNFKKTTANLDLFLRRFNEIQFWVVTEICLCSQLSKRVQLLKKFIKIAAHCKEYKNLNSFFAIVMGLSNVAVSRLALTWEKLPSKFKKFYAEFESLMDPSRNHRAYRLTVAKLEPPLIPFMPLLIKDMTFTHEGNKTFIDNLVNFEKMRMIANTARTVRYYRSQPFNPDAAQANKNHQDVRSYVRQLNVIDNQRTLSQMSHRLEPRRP
#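 Fluorescence exchange assay: 100 nM EPAC2 with 250 nM RAP1B-BODIPY-GDP and 50 uM GDP; compounds tested as a concentration-titration series (qHTS). Loss of Rap1-bound BODIPY-GDP fluorescence read at 480/540 nm; data normalized to 6.5 mM cAMP.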
# An asterisk follows results filed as active; i = inactive; ? = inconclusive; · = not tested or not shown; [ ] = another dose, or the depositor's remark. Unless noted, calls follow the shape of the dose curve; as a rule, active = well fitted curve in the direction sought with a large enough effect; inconclusive = small, poorly fitted or top-dose-only effect, or another doubt; inactive = no such curve, though single readings can be large; an effect the other way counts as inactive or inconclusive.
SMILES,ATXN2 expr inh,Nrf2 inh,Nrf2 ARE act,IL-2 act,HepG2 viability,TGFb SMAD3 inh,S2 tox,A549 viability,EPAC2 agonist
Cc1c(C(=O)Nc2cccnc2)oc2ccc(Br)cc12,50.8%[activator],?,7.4%,1.5,-8.3%,31.6%[activator],?,-5.7%,-1.4%
O=C(/C=C/c1ccco1)NC(=S)Nc1nc(-c2ccc(Cl)cc2)cs1,-19.8%,8.5%,?,-2.8,3.6%,-0.1%,i,3.8%,-1.8%
Oc1ccccc1-c1nnc(SCCN2CCOCC2)n1Cc1ccccc1,-25.3%,?,2.4%,-2.9,-22.6%,-24.8%,?,-14.3%,4.9%
Cn1cnnc1SCC(=O)NC(=O)NCc1ccccc1,-6.8%,6.8%,-0.2%,-0.5,-5.2%,18.2%,i,1.6%,10.0%
COC(C[C@@H]1O[C@H]1[C@@H](O)COCc1ccccc1)OC,4.2%,11.8%,-0.9%,-0.3,7.3%,-24.5%,i,-0.5%,7.3%
COc1cc2cc(C(=O)Nc3ccccc3)c(N)nc2cc1OC,2.6%,-12.1%,3.0%,-2.5,12.3%,17.4%,i,-2.2%,-3.6%
COc1ccc2cc(C#N)c(N3CCN(C(=O)c4ccccc4C)CC3)nc2c1,?,-25.6%,0.4%[9.22 µM],-4.1,2.8%,-28.7%,i,-13.3%,9.9%
O=C(Cc1ccccc1Cl)Nc1ccc(S(=O)(=O)Nc2nccs2)cc1,7.6%,?,-0.8%,-0.8,-12.8%,0.0%,i,1.5%,-9.3%
Cc1cc(C(=O)Nc2ncn(Cc3ccc(F)cc3)n2)ccc1[N+](=O)[O-],-6.3%,-27.0%,-0.5%,-0.3,-16.1%,-8.8%,i,-3.3%,-2.2%
CCOc1ccc(-n2c(SCC(=O)N3CCCCCC3)nc3c([nH]c4ccccc43)c2=O)cc1,-2.3%,·,-0.4%,·,-11.3%,-11.4%,i,9.6%,·
CSc1ncc(OCc2ccccc2)c(=O)[nH]1,·,5.1%,0.0%,0.0,-38.1%,-23.3%,i,5.4%,4.7%
Cc1ccccc1C(=O)N1CCC(C(=O)Nc2cccc(S(=O)(=O)N3CCCCC3)c2)CC1,?,-23.1%,-0.2%,-0.2,-23.8%,?,i,-9.9%,4.3%
COC(=O)c1ccc(NC(=S)N2CCN(Cc3ccccc3OC)CC2)cc1,-22.1%,-8.9%,0.6%,1.3,-37.1%,-27.8%,?,0.5%,4.8%
CCCCC(=O)OCC(=O)Nc1ccc(SC(F)F)cc1,4.7%[11.3 µM],4.6%,0.0%,0.4,1.3%,3.1%,i,-10.0%,-0.4%
O=C(CSc1nc2nn(-c3ccccc3)c(=O)c-2c2n1CCCCC2)c1ccc(OC(F)F)cc1,-10.2%,-0.7%,-0.7%,1.6,-19.5%,-24.5%,i,-2.9%,1.2%
O=C(Cn1cc(SCc2ccc(F)cc2)c2ccccc21)N1CCCCCC1,·,?,-0.2%,·,-29.7%,0.0%,·,-5.4%,·
Cc1cc(Cl)ccc1NC(=O)C1CCN(c2nnc(-n3c(C)ccc3C)s2)CC1,·,-14.3%,16.2%,·,-24.2%,·,·,-1.2%,·
CCOc1ccccc1C(=O)N1CCN(CCc2ccccn2)CC1,7.7%,-0.1%,-0.7%,·,6.0%,-12.3%,i,3.1%,·
CCn1cc2c(n1)-c1c(oc(C(=O)Nc3cccc(C(F)(F)F)c3)c1C)CC2,·,10.8%,0.7%,·,3.2%,-26.5%,·,-1.8%,·
OC(COCc1cccs1)CN1CCN(c2ccccn2)CC1 (stereo not drawn),-5.8%,-2.1%,0.0%,0.4,-26.4%,3.3%,i,8.9%[1.84 µM],-0.5%
Cc1cc(C)cc(NC(=O)CSc2nnc(C3CC3)n2CC2CCCO2)c1 (stereo not drawn),-3.9%,3.4%,-0.1%,-3.2,-27.9%,5.4%,i,1.7%,11.1%
O=C(Nc1ccccn1)c1sc2cc([N+](=O)[O-])ccc2c1Cl,·,?,?,0.4,-12.2%,-4.8%,i,13.5%,6.2%
O=C(CCS(=O)(=O)c1ccc(F)cc1)N1CCOCC1,30.3%,?,0.7%,-0.3,8.2%,8.8%,?,-4.9%,3.6%
CC(C)NC(=O)C1(C)CCN1C/C=C/c1ccccc1 (stereo not drawn),-2.1%,·,-0.2%[9.22 µM],1.9,-0.2%,14.4%,i,·,-1.0%
Cc1ccccc1OCC(=O)Nc1ccc2c(c1)n(C)c(=O)n2C,6.0%,?,3.0%,1.2,-18.9%,11.2%,i,-1.6%,2.5%
# Later entries.
SMILES,ATXN2 expr inh,Nrf2 inh,Nrf2 ARE act,IL-2 act,HepG2 viability,TGFb SMAD3 inh,S2 tox,A549 viability,EPAC2 agonist
CC(C)Oc1ccc(C(=O)NC2(C(F)(F)F)N=C3SCCN3C2=O)cc1 (stereo not drawn),2.2%,-17.3%,0.0%,0.4,12.6%,6.0%,i,?,-10.8%
O=C(/C=C/c1cccc([N+](=O)[O-])c1)Nc1ccccc1N1CCOCC1,-0.2%,10.2%,3.9%,-0.5,-17.4%,2.4%,i,4.2%,0.7%
O=C(NC1(C(F)(F)F)N=C(c2ccccc2)NC1=O)c1ccc(Cl)cc1Cl (stereo not drawn),11.2%,7.9%,0.5%,-0.5,0.0%,11.1%,i,3.7%,6.7%
COCCN=c1scc(C)n1/N=C/C1CC2C=CC1C2 (stereo not drawn),-15.0%,20.4%,0.2%,-0.9,-2.3%,1.3%,i,1.2%,-0.8%
O=C(NC1CC(=O)N(c2ccc(F)cc2)C1)C(c1ccccc1)c1ccccc1 (stereo not drawn),·,·,3.1%,·,-3.3%,0.7%,·,4.9%,·
COc1cccc(C2CC(c3ccccc3Cl)Nc3nc(N)nn32)c1 (stereo not drawn),6.8%,-6.0%,0.5%,-0.2,-27.0%,-19.2%,i,4.3%,6.1%
Cc1nn(C)cc1C1C2=C(CC(C)(C)CC2=O)OC2=C1C(=O)CC(C)(C)C2,-7.5%,-7.6%,-0.3%,-3.1,9.9%,0.4%,i,-2.7%,7.7%
Cc1[nH]c2ccccc2c1C(=O)COC(=O)Cn1cnc2ccccc21,9.5%[11.3 µM],-0.7%,3.5%,-4.4,8.0%,3.8%,i,9.6%,7.8%
COCCn1c(=NC(=O)c2ccc(S(=O)(=O)N3CCc4ccccc4C3)cc2)sc2cc(OC)ccc21,-17.7%,-16.3%,0.0%,-1.4,-1.3%,2.6%,i,7.1%,4.5%
COc1ccc(N(C)S(=O)(=O)c2cccc(C(=O)Nc3ccc(N4CCOCC4)cc3)c2)cc1,?,-13.6%,-0.3%,0.1,1.5%,-1.3%,?,0.4%,5.0%
COc1ccc(C(=O)Nn2c(SCC(=O)c3ccccc3)nc3ccccc3c2=O)cc1,?,?,0.2%,0.0,-15.7%,12.1%,i,·,15.8%
COCCn1c(SCC(N)=O)nc2c(c1=O)SC(C)C2 (stereo not drawn),2.0%,21.0%,-0.3%,-0.3,-1.8%,0.4%,i,-2.0%,7.2%
Cc1cc(Nc2ccc(Br)c(C)c2)n2nc(C)nc2n1,-15.4%,-0.8%,6.5%,-1.6,-5.8%,-5.6%,i,12.3%,6.5%
O=C1CC(C(=O)Nc2ccc(Br)cc2)S/C(=N\N=C\c2ccco2)N1 (stereo not drawn),-8.2%,-7.2%,6.31µM*,-3.7,11.3%,12.3%,i,-1.8%,3.5%
Cc1ccc(Oc2cc(NN3CCCCC3)c([N+](=O)[O-])cc2[N+](=O)[O-])c(Cl)c1,2.2%,-4.0%,-0.9%,-3.6,7.1%,13.2%,i,-0.5%,-5.5%
CC(=O)Nc1ccc(OCC(O)CN2CCN(c3cc(Cl)ccc3C)CC2)cc1 (stereo not drawn),-22.4%,-13.9%,-0.1%,-2.4,-30.9%,19.5%,i,?,-4.1%

# Part of the list above, with values under each structure:
# The line under a structure holds: ATXN2 expr inh, Nrf2 inh, Nrf2 ARE act, IL-2 act, HepG2 viability, TGFb SMAD3 inh, S2 tox, A549 viability, EPAC2 agonist
COCCn1c(=NC(=O)c2ccc(S(=O)(=O)N3CCc4ccccc4C3)cc2)sc2cc(OC)ccc21
    -17.7%, -16.3%, 0.0%, -1.4, -1.3%, 2.6%, i, 7.1%, 4.5%
COc1ccc(N(C)S(=O)(=O)c2cccc(C(=O)Nc3ccc(N4CCOCC4)cc3)c2)cc1
    ?, -13.6%, -0.3%, 0.1, 1.5%, -1.3%, ?, 0.4%, 5.0%
COc1ccc(C(=O)Nn2c(SCC(=O)c3ccccc3)nc3ccccc3c2=O)cc1
    ?, ?, 0.2%, 0.0, -15.7%, 12.1%, i, ·, 15.8%
COCCn1c(SCC(N)=O)nc2c(c1=O)SC(C)C2 (stereo not drawn)
    2.0%, 21.0%, -0.3%, -0.3, -1.8%, 0.4%, i, -2.0%, 7.2%
Cc1cc(Nc2ccc(Br)c(C)c2)n2nc(C)nc2n1
    -15.4%, -0.8%, 6.5%, -1.6, -5.8%, -5.6%, i, 12.3%, 6.5%
O=C1CC(C(=O)Nc2ccc(Br)cc2)S/C(=N\N=C\c2ccco2)N1 (stereo not drawn)
    -8.2%, -7.2%, 6.31µM*, -3.7, 11.3%, 12.3%, i, -1.8%, 3.5%
Cc1ccc(Oc2cc(NN3CCCCC3)c([N+](=O)[O-])cc2[N+](=O)[O-])c(Cl)c1
    2.2%, -4.0%, -0.9%, -3.6, 7.1%, 13.2%, i, -0.5%, -5.5%
